Screens deposited in PubChem BioAssay by National Center for Advancing Translational Sciences (NCATS).
USP2a inh: blocks human ubiquitin-specific protease USP2a | O75604 | USP2 core, Ub-CHOP2 coupled fluorogenic reporter, 485/531 | Potency, µM (titrated, usually from 38.3 µM), without a hit: at the highest dose activity change, negative = inhibition, hits mostly inhibitors | 330,000 compounds, 0.01% hits;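 further: potency means the concentration at half of the fitted maximal effect; plate controls were DMSO wells for no effect and full inhibition by NEM control for full effect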
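Cell-free coupled assay: 10nM USP2 core preincubated 30min RT with compound in Tris-HCl pH 8.0/CaCl2/CHAPS buffer, then 25nM Ub-CHOP2 and 25nM reporter substrate; fluorescence (Ex 485/Em 531) read after 60min RT, normalized to NEM inhibition, concentration-response curves fitted.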
GALK inh: inhibitors of human galactokinase. P51570. Purified GALK, Kinase-Glo residual ATP luminescence. Potency, µM (doses to about 57.5 µM), for the others: at the top dose activity change, negative = inhibition, actives largely listed as inhibitors. 270,000 compounds, 0.007% hits; further: potency means the concentration at half of the fitted maximal effect; on the % scale 0 is the no-effect control and ±100 the full control effect
Target sequence (P51570 whole entry, looked up): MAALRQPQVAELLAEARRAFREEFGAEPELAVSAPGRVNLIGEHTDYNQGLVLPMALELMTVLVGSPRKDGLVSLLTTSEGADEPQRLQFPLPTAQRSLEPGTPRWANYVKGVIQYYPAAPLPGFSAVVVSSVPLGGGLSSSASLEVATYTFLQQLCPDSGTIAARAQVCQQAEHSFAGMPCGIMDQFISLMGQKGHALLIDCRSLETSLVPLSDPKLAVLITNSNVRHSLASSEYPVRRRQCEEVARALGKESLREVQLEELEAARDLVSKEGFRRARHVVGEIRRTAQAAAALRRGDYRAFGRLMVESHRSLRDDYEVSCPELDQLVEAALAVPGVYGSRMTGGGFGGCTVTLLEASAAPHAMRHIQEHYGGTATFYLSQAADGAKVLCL
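Human GALK (5 nM) with 35 uM ATP and 100 uM galactose in 20 mM HEPES pH 8.0, 5 mM MgCl2, 60 mM NaCl, 1 mM DTT, 0.01% BSA. After 1 h at room temperature, leftover ATP was read by Kinase-Glo Plus luminescence.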
Eya2 phos inh: inhibitors of human Eya2 phosphatase activity; O00167; recombinant Eya2, OMFP fluorescence dephosphorylation (OMFP is methylfluorescein phosphate); Potency, µM (highest dose often 76.9 µM), inactives show top-dose activity, negative = inhibition, most hits filed as inhibitors; 330,000 compounds, 0.006% hits; AID 488837; further: potency means the concentration at half of the fitted maximal effect; on the % scale 0 is the no-effect control and ±100 the full control effect
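Eya2 protein (added as 0.2 uM solution) was preincubated with compound for 10 min at ambient temperature in 50 mM HEPES pH 7.5, 50 mM NaCl, 5 uM MgCl2, 0.05% BSA, 1 mM DTT. OMFP (added at 50 uM) then reacted 10 min; fluorescence read at 485/525 nm.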
Mito fusion act: mitochondrial division inhibition or fusion activation; S. cerevisiae fusion-defective mutant growth rescue, CellTiterGlo 48 h; Potency, µM (doses to about 46.1 µM), for inactives: at the highest dose growth rescue (activation), actives largely listed as activators; 320,000 compounds, 0.23% hits; AID 485298;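 further: potency means the concentration at half of the fitted maximal effect; % of control where 0% means no effect; nearly all actives have a fitted effect of over 45% in size; temperature-sensitive fusion mutants such as fzo1-1 at 37 °C on non-fermentable ethanol glycerol medium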
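Compounds are tested for their ability to restore growth of mitochondrial fusion-defective yeast strains at non-permissive 37C in YPEG medium over 48 hours. Viability is quantified by luciferase luminescence.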
TSHR antagonist: human thyrotropin receptor antagonism. TSHR-expressing cells, TSH-stimulated cAMP HTRF, 2 h; hits give low values. activity change, negative = inhibition, % at 11.5 µM. AID 504810. 330,000 compounds, 0.2% hits. P16473;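 active means activity change below a set negative limit, meaning inhibition stronger than a set level, cut at about -70% in these data; inconclusive means activity change between two set negative limits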; further: on the % scale 0 is the no-effect control and ±100 the full control effect
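TSHR-expressing cells, 200/well, pre-treated with compound, then stimulated with EC80 TSH (4nM final) for 2 hours at 37 deg C. cAMP measured by competitive HTRF: anti-cAMP cryptate antibody in lysis buffer plus cAMP-d2, read after 30 minutes at room temperature.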
KCNH2 WT inh: inhibitors of human wildtype KCNH2 potassium channel; U2OS, BacMam KCNH2, thallium flux FluxOr; hits give low values; activity change, % at 1.84 µM; 340,000 compounds, 0.37% hits; AID 720551;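 active means maximum activity change below -70%; inconclusive means maximum activity change between -70% and -50%; inactive means maximum activity change above -50%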; further: on the % scale 0 is the no-effect control and ±100 the full control effect
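U2OS cells transduced with wild-type KCNH2 virus are loaded with FluxOr dye for 45 min, and thallium flux is measured in kinetic reads before and after stimulation buffer. Rate constants are normalized to DMSO controls.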
Chronic BCR inh: inhibitors of chronic active B-cell receptor signaling | ABC-DLBCL IkBa-CBG/CBR reporter, luminescence ratio, 4 h | Potency, µM (series often up to 46.1 µM), inactives show at the highest dose ratio change, negative = lower green/red ratio, hits mostly inhibitors | 340,000 compounds, 0.05% hits; active means well fitted inhibition curve with a large enough effect in the signal ratio, with a control signal flat, not every such curve was filed as active; inconclusive means small, poorly fitted or top-dose-only effect, or effect the other way, or a change in a side signal; the % refers to the signal ratio;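 further: potency means the concentration at half of the fitted maximal effect; plate controls were basal doxycycline-induced cells for no effect and cells given 10 µM MG132 for full effect; MG132 reads +100%, hits lower the ratio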
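Doxycycline induced both beetle luciferases in TMD8 lymphoma cells; IKK-driven degradation limits the IkappaBalpha-fused green signal, while red luminescence normalises for cell number and nonspecific effects. Compounds tested up to 46 uM, 4 hrs.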
S-ASM inh: inhibitors of human secretory acid sphingomyelinase. P17405. placental ASM, HMU-PC fluorogenic substrate, 60 min. Potency, µM (series often up to 57.5 µM), for inactives: at the top dose activity change, negative = inhibition, most hits filed as inhibitors. 340,000 compounds, 0.006% hits; further: potency means the concentration at half of the fitted maximal effect
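Fluorogenic HMU-PC substrate (9 uM final) is turned over by placental ASM in 60 min at 37 C after a 10 min compound preincubation. Reaction ended by alkaline stop (pH 10), with fluorescence read at 386/447 nm.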
Menin MLL FP TR: inhibitors of human menin-MLL interaction, mutant MLL peptide; Menin + Texas Red MLL mutant peptide, fluorescence polarization; Potency, µM (highest dose often 61.6 µM), for inactives: top-dose FP activity change, negative = inhibition, hits mostly inhibitors; 270,000 compounds, 0.23% hits; AID 1768; active means well fitted inhibition curve with a large enough effect in the polarisation, with a control signal flat, not every such curve was filed as active; inconclusive means small, poorly fitted or top-dose-only effect, or effect the other way, or a change in a side signal; inactive means no such curve, though single readings can be large or run the other way; the % refers to the polarisation; further: potency means the concentration at half of the fitted maximal effect; % of control where 0% means no effect; many of its hits are not listed in these tables
MBNL1 CUG block: MBNL1-poly(CUG) RNA binding inhibition. Q9NR56. AID 2675. Potency, µM (series often up to 57.5 µM), for the others: at the top dose activity change, negative = inhibition, most hits filed as inhibitors. TR-FRET MBNL1-His/biotin-(CUG)12 binding, 665/545 ratio. 280,000 compounds, 0.036% hits; active means well fitted inhibition curve with a large enough effect in the signal ratio, with a control signal flat, not every such curve was filed as active; inconclusive means small, poorly fitted or top-dose-only effect, or effect the other way, or a change in a side signal; inactive means no such curve, though single readings can be large or run the other way; the % refers to the signal ratio; further: potency means the concentration at half of the fitted maximal effect; on the % scale 0 is the no-effect control and ±100 the full control effect
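Compounds (final 92 nM to 58 uM) are added to His-tagged MBNL1 and biotin-(CUG)12, then terbium anti-His antibody and streptavidin-XL665 (5 nM final). After 60 min at room temperature, the 665/545 nm ratio is read.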
PKM2 act: PKM2 (human) enzyme activation; P14618; 260,000 compounds, 0.34% hits; AID 1631; Potency, µM (highest dose often 57.5 µM), without a hit: at the top dose activation, most hits filed as activators; purified PKM2, Kinase-Glo ATP luminescence, activation; response scale: 0% is enzyme alone, no compound; further: potency means the concentration at half of the fitted maximal effect; on the % scale 0 is the no-effect control and ±100 the full control effect; nearly all actives have a fitted effect of over 55% in size
Target sequence (P14618 whole entry, looked up): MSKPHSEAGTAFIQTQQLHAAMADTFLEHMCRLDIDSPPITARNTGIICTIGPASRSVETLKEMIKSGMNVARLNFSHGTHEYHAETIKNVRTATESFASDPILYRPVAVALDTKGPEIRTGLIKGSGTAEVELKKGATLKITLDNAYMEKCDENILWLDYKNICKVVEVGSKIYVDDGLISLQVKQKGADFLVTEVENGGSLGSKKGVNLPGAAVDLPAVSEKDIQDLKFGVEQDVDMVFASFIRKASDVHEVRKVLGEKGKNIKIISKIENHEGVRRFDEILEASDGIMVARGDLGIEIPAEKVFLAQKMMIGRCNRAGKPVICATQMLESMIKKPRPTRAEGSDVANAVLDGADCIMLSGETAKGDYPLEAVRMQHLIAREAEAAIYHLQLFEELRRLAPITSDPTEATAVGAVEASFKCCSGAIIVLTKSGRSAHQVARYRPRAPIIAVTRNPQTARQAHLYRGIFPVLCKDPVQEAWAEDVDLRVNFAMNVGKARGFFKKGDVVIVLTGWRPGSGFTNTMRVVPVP
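hPK-M2, >95% pure; 0.1 mM ADP / 0.5 mM PEP final; imidazole pH7.2 buffer w/ 7 mM MgCl2, 50 mM KCl; 1 h RT; Kinase-Glo lum. Intermediate enzyme activity for dual inhibitor/activator qHTS.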
* = called active by the depositor; ? = inconclusive; / = no result given; [ ] = remark or other dose. Unless noted, the call rests on the fitted dose curve; in most records, active means well fitted curve in the direction sought with a large enough effect; inconclusive means small, poorly fitted or top-dose-only effect, or another doubt; inactive means no such curve, though single readings can be large; an effect the other way counts as inactive or inconclusive. An excerpt; rates above refer to the full screens.

SMILES	USP2a inh	GALK inh	Eya2 phos inh	Mito fusion act	TSHR antagonist	KCNH2 WT inh	Chronic BCR inh	S-ASM inh	Menin MLL FP TR	MBNL1 CUG block	PKM2 act
CCOC(=O)N1CCC(N2C(=O)c3ccccc3C2Nc2ccc(S(=O)(=O)N3CCOCC3)cc2)CC1 (stereo not drawn)	6%	1%	-19%	6%	-4	-4	1%	4%	1%	-9%	7%
CCOc1ccc(CCNC(=O)c2cc([N+](=O)[O-])ccc2N2CCOCC2)cc1OCC	0%	-6%	-3%	2%	1	-3	-4%	-1%	3%	?	-1%
COc1cc(CN2CCc3ccc(NC(=O)CCc4ccccc4OC)cc3C2)ccc1O	0%	-1%	8%	4%	21	23	?	-1%	?	2%	2%
Nc1c(C(=O)c2ccco2)oc2ccccc12	1%	0%	9%	7%	-6	/	11%	/	7%	18%	-1%
c1ccc2c(Nc3nncs3)c3ccccc3nc2c1	0%	-3%	8%	-11%	-8	-5	6%	26%	/	?	1%
COc1cc(-c2cc(-c3ccc(O)cc3)nc(N)c2C#N)ccc1O	1%	0%	0%	5%	16	-6	-13%	-5%	27%	-8%	29%
O=C(O)c1cc2ncc(-c3[nH]ncc3[N+](=O)[O-])cn2n1	11%	-1%	7%	?	-1	0	4%	0%	2%	?	-2%
O=C1C(=O)N(Cc2cccc([N+](=O)[O-])c2)c2ccccc21	-1%	2%	5%	1%	3	4	?	-3%	7%	?	0%
O=C(CSc1nc(-c2ccccc2Cl)ns1)NCc1ccc2c(c1)OCO2	2%	0%	2%	-5%	0	2	0%	-2%	14%	/	3%
COC(=O)CSc1nccc(-c2ccc(F)cc2)c1C#N	0%	-2%	-1%	4%	-15	-12	?	-3%	6%	-4%	-3%
COc1ccc(NS(=O)(=O)c2ccc(Cl)c(C(=O)O)c2)cc1S(=O)(=O)N1CCCCC1	-4%	7%	10%	-4%	27	/	12%	3%	1%	-5%	-3%
CCOc1ccc(-n2c(C)cc(/C=N/Nc3nc(C)cc(=O)[nH]3)c2C)cc1	1%	-1%	-16%	-1%	-1	4	-5%	-3%	/	-1%	1%
O=Cc1cnc2ccccc2c1-c1ccccc1	1%	9%	-1%	4%	-4	-3	0%	-2%	1%	10%	1%[11.5 µM]
CCn1c(=NC(=O)CSC(C)=O)sc2ccccc21	0%	-2%	-23%	2%	-42	-1	?	2%	0%	0%	12%
COc1ccccc1NS(=O)(=O)c1cccc(C(=O)N2CC(C)OC(C)C2)c1 (stereo not drawn)	2%	/	13%	4%	-17	0	-2%	-1%	/	/	/
COc1ccc(-n2nnnc2SCC(=O)NCc2cccs2)cc1	-2%	4%	-2%	1%	0	3	-10%	1%	-6%	-5%	-8%
COc1ccc(S(=O)(=O)N2CCN(c3ccc(F)cc3)CC2)cc1C(=O)N1CCCC1	0%	6%	-2%	19%	1	-10	1%	3%	-8%	-1%	-2%
CCCc1cc(C(=O)NC2CCCN(Cc3ccccc3F)C2)no1 (stereo not drawn)	-1%	-3%	-5%	-2%	-5	9	-12%	0%	/	-8%	/
CCCc1nc(SCC(=O)N2CCCC2)c2ccccc2n1	1%	-1%	15%	-3%	13	-1	?	0%	6%	?	-1%
CN(Cc1cccnc1)C(=O)CC1C(=O)NCCN1Cc1ccc(-c2ccccc2)cc1 (stereo not drawn)	2%	-1%	10%	-4%	-14	14	3%	4%	-23%	-3%	-6%
Fc1cc(NC(=S)NCc2ccc(CNC(=S)Nc3ccc(Cl)c(F)c3)cc2)ccc1Cl	7%	0%	7%	-3%	-27	0	?	0%	/	16%	2%
COc1ccccc1/C=N/NC(=O)CSc1cc(C)nc2ccccc12	-1%	1%	1%	-6%	-13	8	17%	-6%	-9%	1%	10%
O=C(NCc1ccc(-c2nc3ccccc3s2)cc1)c1cc2ccccc2o1	2%	0%	0%	-4%	-1	-3	-8%	7%	?	14%	1%
Cc1ccc(CNC(=O)/C=C/C(=O)O)cc1	1%	1%	-1%	-4%	11	7	3%	1%	4%	-23%	-11%
COc1ccc(CNc2nc3ccccc3n2CCN2CCCCC2)c(OC)c1	-1%	0%	-18%	-1%	-6	9	?	-2%	1%	-5%	-8%
O=C(O)CCCC(=O)Nc1ccc(-n2ccc(C(F)(F)F)n2)cc1	2%	-2%	-3%	1%	-7	2	-9%	3%	/	-1%	2%
CCC(C)NC(=O)CCC(=O)NNc1nc2ccccc2c2nc(C)nn12 (stereo not drawn)	4%	1%	-5%	?	6	2	2%	-5%	6%	/	-4%
Clc1ccc(-c2nnc(C3CCCCC3)o2)cc1	4%	0%	-25%	?	8	8	?	-1%	/	-5%	10%
O=S(=O)(c1cccc(C(F)(F)F)c1)N1CCC(O)(c2cccnc2)CC1	1%	3%	-1%	-2%	-4	1	0%	-2%	-8%	-12%	2%
Cc1cc(NC(=O)CN2CCCCC2C)no1 (stereo not drawn)	0%	-2%	-12%	-2%	1	0	-15%	8%	-15%	-3%	0%
CC(=O)N(CN1C(=O)c2ccccc2C1=O)c1cccc(C)c1	-2%	2%	-13%	4%	-18	1	-1%	-2%	-9%	12%	-1%
Cn1c(SCC(=O)NC2CCCCC2)nnc1-c1ccccn1	1%	-8%	1%	-1%	15	1	-7%	-1%	/	-11%	4%
COc1cccc(N(C(=O)Cn2nnc(-c3cccs3)n2)C(C(=O)NC2CCCCC2)c2ccncc2)c1 (stereo not drawn)	3%	0%	-4%	6%	1	0	0%	2%	?	-1%	-7%
CCC(CC)Nc1ccc(C(CC(N)=O)NC(=O)Cc2ccc(Br)cc2)cc1[N+](=O)[O-] (stereo not drawn)	3%	-7%	-14%	-2%	2	6	-1%	-6%	/	-9%	3%
N#C/C(=C\c1cn(Cc2ccccc2F)c2ccccc12)C(=O)NCc1ccco1	5%	-1%	-1%	-1%	-13	-13	?	20%	25%	0%	2%
CC(=O)c1cc(C#N)c(N(C)Cc2ccccc2)nc1C	0%	0%	1%	2%	-11	-1	-9%	-6%	0%	0%	-1%
COc1ccccc1CCNC(=O)C(=O)NCC1OCCN1S(=O)(=O)c1cc(F)ccc1F (stereo not drawn)	0%	/	-16%	3%	-7	6	5%	0%	-7%	-1%	-2%
O=C(Cn1ncn2nc(-c3ccccc3)cc2c1=O)NCc1ccccn1	5%	-2%	-5%	0%	-5	19	1%	-1%	/	-1%	/
COc1cc(C(=O)NNC(=O)CCOc2ccccc2)cc(OC)c1OC	1%	/	0%	/	-2	7	-3%	2%	/	/	/
Cc1sc2ncnc(SCC(=O)NC3CCCC3)c2c1C	0%	-2%	1%	3%	-17	21	11%	1%	0%	?	3%
C=C1CSc2nc(=O)c3c(C)c(C)sc3n21	1%	0%	-3%	0%	-2	5	?	-2%	-22%	2%	-1%
C/C(=N/Oc1nc(C)cc(C)n1)c1ccc(F)cc1	3%	-1%	-17%	-3%	24	-3	-8%	2%	8%	-7%	-10%
Cc1ccc(-n2nc(C)c3c(C)c(CCC(=O)O)c(C)nc32)cc1	-2%	4%	-7%	?	-10	3	?	-3%	36%[activator]	-6%	/
N#Cc1c(N2CCOCC2)nsc1-c1ccccc1	-1%	1%	0%	2%	-2	-3	-8%	-1%	/	212%[activator]	-5%
Cc1cc(Nc2ccccc2C(=O)O)nc2nc3ccccc3c(=O)n12	2%	0%	-7%	-5%	-6	-6	-10%	-2%	7%	?	4%
